Screening data as filed in PubChem BioAssay.
STAT1 act – increases IFN-gamma driven STAT1 reporter signal; NIH 3T3 STAT1-luciferase reporter, luminescence; 100% = IFN-gamma alone, no compound; 2.6% of 200,000 active; activation (% of control), % at 5.5 µM;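 active = activation above the screen-wide mean activation plus 3 SD, cut at about 130% in these data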;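 note: raw ratio to IFN-gamma control signal so 100% means no change and 0% no light; values of inactives mirror those of a sister screen read the other way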
STAT3 activator – increases IL-6 driven STAT3 reporter signal; U3A cells, IL-6 STAT3-luciferase reporter, luminescence; 100% = signal with IL-6 EC80 alone; activation (% of control), % at 5.6 µM; 0.91% of 190,000 active; AID 871;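 active = activation above the screen-wide mean of compound activation plus 3 SD, cut at about 130% in these data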;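 note: 0% = background luminescence of wells with medium and substrate only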
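Detection: reporter luminescence signal / Assay system: STAT1-lacking human U3A cells, STAT3 luciferase reporter / Incubation: compound pre-incubation 1 h before IL-6, then 6 h stimulation at 37 °C / Control set: IL-6-only high control / Read-out: % activation relative to IL-6 control / Probe or stimulus: Interleukin-6, 33 ng/mL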
Diaphorase act – diaphorase activation or chemical reduction counter-screen. 0.005% of 190,000 active. activation factor at 20 µM. Diaphorase/resazurin coupled assay, resorufin fluorescence, 16 min; hits give high values; 1 = vehicle wells, 0 = NADH-free wells;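 active = diaphorase activity raised at least twofold by the compound at 20 µM; inactive = activation factor below 2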
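Material: purified diaphorase enzyme from Clostridium kluyveri; Also added: 0.114 mM NADH and 0.1 mM resazurin, final amounts; Doses: single compound dose of 20 µM, 1% DMSO final; Times: 16 min enzyme reaction, ambient temperature; Detection: resorufin fluorescence, excitation 544 nm, emission 590 nm; Measure: increased resorufin signal from activators or reducing compounds.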
G6PDH CS – inhibits Leuconostoc G6PDH, flagging false hits in G6PDH-based assays; Purified L. mesenteroides G6PDH, diaphorase/resazurin coupled fluorescence, 45 min; inhibition, % at 5 µM; 0.12% of 200,000 active; in the data active = inhibition above about 50%
Diaph inh CS – inhibits diaphorase or chemically oxidizes, flagging diaphorase assay artifacts; diaphorase resazurin-to-resorufin fluorescence, NADH, 16 min; bacterial (C. kluyveri) enzyme, not human; inhibition, % at 20 µM; 0.69% of 190,000 active;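 active = primary screen inhibition at 20 µM above a set limit, cut at about 50% in these data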;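 note: plate controls were DMSO with full reaction for no effect and wells lacking NADH for full effect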
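Assay system – diaphorase enzyme from Clostridium kluyveri · Amount – diaphorase 0.14 U/mL (working solution) · Times – reaction incubation of 16 min at room temperature · Controls – No-NADH positive control and DMSO neutral control · Signal – resorufin fluorescence 544/590 nm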
TLR4 MyD88 comp – blocks binding of human TLR4 to MyD88; HeLa CL3-4 TLR4/MyD88 BLA complementation, FRET ratio; O00206+Q99836; inhibition, % at 8.4 µM; AID 861; 0.18% of 200,000 active; in the data active = inhibition above about 25%;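 note: 0% = vehicle and 100% = reference inhibitor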
Target sequence (O00206 whole entry, looked up): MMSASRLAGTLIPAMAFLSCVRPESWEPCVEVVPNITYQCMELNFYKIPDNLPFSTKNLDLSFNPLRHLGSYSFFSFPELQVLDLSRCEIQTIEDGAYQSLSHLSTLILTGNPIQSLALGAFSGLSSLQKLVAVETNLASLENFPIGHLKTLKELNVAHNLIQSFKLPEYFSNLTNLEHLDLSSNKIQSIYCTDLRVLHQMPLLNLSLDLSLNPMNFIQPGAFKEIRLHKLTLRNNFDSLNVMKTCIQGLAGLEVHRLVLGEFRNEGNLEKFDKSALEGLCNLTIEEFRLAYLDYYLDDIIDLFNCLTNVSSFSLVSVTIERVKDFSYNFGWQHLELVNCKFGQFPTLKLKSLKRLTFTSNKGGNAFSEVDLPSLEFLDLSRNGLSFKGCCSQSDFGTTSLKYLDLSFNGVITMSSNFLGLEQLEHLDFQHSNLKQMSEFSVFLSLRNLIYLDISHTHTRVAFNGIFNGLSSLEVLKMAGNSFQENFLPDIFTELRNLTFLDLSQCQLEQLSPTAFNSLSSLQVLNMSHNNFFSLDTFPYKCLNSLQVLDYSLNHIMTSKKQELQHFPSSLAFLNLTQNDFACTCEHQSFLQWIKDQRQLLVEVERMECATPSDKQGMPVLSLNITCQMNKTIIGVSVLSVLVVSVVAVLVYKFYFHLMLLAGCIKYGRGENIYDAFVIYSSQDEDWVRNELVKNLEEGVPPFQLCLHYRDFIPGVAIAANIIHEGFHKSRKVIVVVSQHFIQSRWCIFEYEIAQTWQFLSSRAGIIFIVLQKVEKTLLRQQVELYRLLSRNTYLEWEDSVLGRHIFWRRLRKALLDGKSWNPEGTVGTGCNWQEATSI
Target sequence (Q99836 whole entry, looked up): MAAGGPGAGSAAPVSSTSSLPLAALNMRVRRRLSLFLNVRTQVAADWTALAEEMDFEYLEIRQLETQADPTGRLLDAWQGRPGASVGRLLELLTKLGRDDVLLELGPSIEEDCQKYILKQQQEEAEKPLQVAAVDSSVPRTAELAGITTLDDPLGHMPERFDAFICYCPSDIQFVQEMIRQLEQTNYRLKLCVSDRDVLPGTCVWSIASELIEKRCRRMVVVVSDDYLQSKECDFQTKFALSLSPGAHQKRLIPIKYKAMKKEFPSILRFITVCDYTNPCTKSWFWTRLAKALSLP
Hsp70 activator – transcriptional activators of Hsp70. HeLa Hsp70 promoter luciferase reporter, luminescence; scaled: vehicle 0, proteasome-inhibitor control 100%. activation, % at 10 µM. AID 1203. 0.04% of 200,000 active;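 active = activation above the mean across all tested compounds plus 3 SD, cutoff set per campaign, cut at about 5.5% in these data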;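 note: 100% = MG132 at 30 µM as the positive control and 0% = DMSO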
STAT3 inh – reduces IL-6 driven STAT3 reporter signal. U3A cells, IL-6 STAT3-luciferase reporter, luminescence; host cell line lacks STAT1. inhibition, % at 5.5 µM. 0.89% of 190,000 active. AID 862;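 active = inhibition above the mean inhibition across all screened compounds plus 3 SD, cut at about 44% in these data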;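 note: 0% = DMSO only wells and 100% = 100 µM nifuroxazide control wells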
STAT1 inh – reduces IFN-gamma driven STAT1 reporter signal. AID 920. NIH 3T3 STAT1-luciferase reporter, luminescence. inhibition, % at 5.5 µM. 0.35% of 200,000 active;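 active = inhibition above a set limit, the mean inhibition across all tested compounds plus 3 SD, cut at about 34% in these data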;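 note: 0% = IFN-gamma with DMSO and 100% = IFN-gamma with 300 µM nifuroxazide; values of inactives mirror those of a sister screen read the other way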
APP transl inh – APP translation inhibition | SH-SY5Y APP 5'UTR-luciferase reporter, luminescence | inhibition, % at 2 µM | 0.82% of 190,000 active;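 active = inhibition above a set limit, derived from the sample mean plus 3 SD, cut at about 45% in these data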; note: values of inactives mirror those of a sister screen read the other way
The depositor's hits bear a star.

`COc1ccc(CN=Nc2cc(C)nc(NS(=O)(=O)c3ccccc3Cl)n2)cc1` gave STAT1 act 101, STAT3 activator 84, Diaphorase act 0.9, G6PDH CS 2, Diaph inh CS 12, TLR4 MyD88 comp -11, Hsp70 activator 0.1, STAT3 inh 21, STAT1 inh -3 and APP transl inh -1.
For Cc1ccc2nsnc2c1NC(=O)CCl the results were STAT1 act 94, STAT3 activator 94, Diaphorase act 0.9, G6PDH CS 3, Diaph inh CS 11, TLR4 MyD88 comp -8, Hsp70 activator 0.2, STAT3 inh 9, STAT1 inh 4 and APP transl inh 2.
`Cc1ccc(C)c(NC(=O)c2ccc[n+](Cc3ccc([N+](=O)[O-])cc3)c2)c1` gave STAT1 act 96, STAT3 activator 91, Diaphorase act 1, G6PDH CS 1, Diaph inh CS -2, TLR4 MyD88 comp -7, Hsp70 activator -0.1, STAT3 inh 17, STAT1 inh 4 and APP transl inh 10.
For Cc1cccc(NC(=S)N/N=C/c2ccc(Cl)c([N+](=O)[O-])c2)c1 the results were STAT1 act 102, STAT3 activator 98, Diaphorase act 0.9, G6PDH CS -7, Diaph inh CS 7, TLR4 MyD88 comp 2, Hsp70 activator -0.4, STAT3 inh 9, STAT1 inh -2 and APP transl inh -3.
For O=C(/C=C/c1ccc(F)cc1)NCCNC(=O)/C=C/c1ccc(F)cc1 the results were STAT1 act 92, STAT3 activator 95, Diaphorase act 1, G6PDH CS 15, Diaph inh CS 4, TLR4 MyD88 comp -3, Hsp70 activator -0.1, STAT3 inh 11, STAT1 inh 8 and APP transl inh 1.
O=C(CNC(=O)COc1ccccc1)NCc1ccccc1F was read as STAT1 act 102, STAT3 activator 101, Diaphorase act 1, G6PDH CS 3, Diaph inh CS 4, TLR4 MyD88 comp 2, Hsp70 activator -0.2, STAT3 inh -1, STAT1 inh -2 and APP transl inh -27.
CCC(=O)Nc1nnc(C(C)(C)C)s1 was read as STAT1 act 110, STAT3 activator 101, Diaphorase act 0.9, G6PDH CS -4, Diaph inh CS 9, TLR4 MyD88 comp -3, Hsp70 activator -0.1, STAT3 inh 0, STAT1 inh -11 and APP transl inh -2.
`CCC(C)N(C)C1CCN(C(=S)Nc2cccc(SC)c2)CC1` (centres undefined) gave STAT1 act 102, STAT3 activator 107, Diaphorase act 0.9, G6PDH CS 13, Diaph inh CS 8, TLR4 MyD88 comp -8, Hsp70 activator 0.6, STAT3 inh 4, STAT1 inh -3 and APP transl inh 0.
`O=C(Nc1ccc(O)c(-c2nc3ccccc3s2)c1)c1cc(=O)c2ccccc2o1` gave STAT1 act 103, STAT3 activator 106, Diaphorase act 1, G6PDH CS -2, Diaph inh CS 2, TLR4 MyD88 comp -8, Hsp70 activator -0.2, STAT3 inh -7, STAT1 inh -4 and APP transl inh -19.
Screening COc1ccc(C2=NC(c3ccccc3)CO2)cc1 (centres undefined) returned STAT1 act 143*, STAT3 activator 74, Diaphorase act 1, G6PDH CS 20, Diaph inh CS 1, TLR4 MyD88 comp -8, Hsp70 activator 1.0, STAT3 inh 28, STAT1 inh -47 and APP transl inh -40.

A draw from above in order of formula weight, largest number first:
`Cc1ccc(C)c(NC(=O)c2ccc[n+](Cc3ccc([N+](=O)[O-])cc3)c2)c1` gave STAT1 act 96, STAT3 activator 91, Diaphorase act 1, G6PDH CS 1, Diaph inh CS -2, TLR4 MyD88 comp -7, Hsp70 activator -0.1, STAT3 inh 17, STAT1 inh 4 and APP transl inh 10.
For O=C(/C=C/c1ccc(F)cc1)NCCNC(=O)/C=C/c1ccc(F)cc1 the results were STAT1 act 92, STAT3 activator 95, Diaphorase act 1, G6PDH CS 15, Diaph inh CS 4, TLR4 MyD88 comp -3, Hsp70 activator -0.1, STAT3 inh 11, STAT1 inh 8 and APP transl inh 1.
O=C(CNC(=O)COc1ccccc1)NCc1ccccc1F was read as STAT1 act 102, STAT3 activator 101, Diaphorase act 1, G6PDH CS 3, Diaph inh CS 4, TLR4 MyD88 comp 2, Hsp70 activator -0.2, STAT3 inh -1, STAT1 inh -2 and APP transl inh -27.
For Cc1ccc2nsnc2c1NC(=O)CCl the results were STAT1 act 94, STAT3 activator 94, Diaphorase act 0.9, G6PDH CS 3, Diaph inh CS 11, TLR4 MyD88 comp -8, Hsp70 activator 0.2, STAT3 inh 9, STAT1 inh 4 and APP transl inh 2.
CCC(=O)Nc1nnc(C(C)(C)C)s1 was read as STAT1 act 110, STAT3 activator 101, Diaphorase act 0.9, G6PDH CS -4, Diaph inh CS 9, TLR4 MyD88 comp -3, Hsp70 activator -0.1, STAT3 inh 0, STAT1 inh -11 and APP transl inh -2.

Additional results follow.
`O=C1CC(c2ccncc2)c2cc3c(cc2N1)OCCO3` (centres undefined) gave STAT1 act 100, STAT3 activator 106, Diaphorase act 1, G6PDH CS 6, Diaph inh CS -1, TLR4 MyD88 comp 7, Hsp70 activator -0.4, STAT3 inh -6, STAT1 inh 0 and APP transl inh -8.
For COC(=O)C1=C(C)N(C)C(=O)NC1c1cc(Cl)cc(Cl)c1OC (centres undefined) the results were STAT1 act 93, STAT3 activator 88, Diaphorase act 0.9, G6PDH CS 4, Diaph inh CS 5, TLR4 MyD88 comp -8, Hsp70 activator 0.1, STAT3 inh 18, STAT1 inh 6 and APP transl inh -9.
For COc1ccc(NC(=O)CN2c3cccc4cccc(c34)S2(=O)=O)cc1 the results were STAT1 act 93, STAT3 activator 104, Diaphorase act 0.9, G6PDH CS 2, Diaph inh CS 14, TLR4 MyD88 comp -1, Hsp70 activator 0.2, STAT3 inh 2, STAT1 inh 7 and APP transl inh -2.
`O=C(Nc1nccs1)c1ccc(Cl)s1` gave STAT1 act 113, STAT3 activator 91, Diaphorase act 0.8, G6PDH CS -2, Diaph inh CS 22, TLR4 MyD88 comp -2, Hsp70 activator 0.1, STAT3 inh 19, STAT1 inh -14 and APP transl inh -42.
CC(C)Oc1cccc(C(=O)C2CCCN(Cc3cnc(N4CCOCC4)s3)C2)c1 (centres undefined) was read as STAT1 act 92, STAT3 activator 92, Diaphorase act 0.9, G6PDH CS 6, Diaph inh CS 7, TLR4 MyD88 comp 3, Hsp70 activator -0.4, STAT3 inh 14, STAT1 inh 8 and APP transl inh -12.
Cc1cc(/C=C2/C(=N)N3C(=NC2=O)SN=C3S(C)(=O)=O)c(C)n1-c1ccccc1 was read as STAT1 act 107, STAT3 activator 90, Diaphorase act 0.7, G6PDH CS 11, Diaph inh CS 26, TLR4 MyD88 comp 13, Hsp70 activator -0.1, STAT3 inh 16, STAT1 inh -11 and APP transl inh -65.
CCOC(=O)C1CCN(C(=O)Cc2c(C(=O)O)n(CC)c3ccccc23)CC1 was read as STAT1 act 97, STAT3 activator 99, Diaphorase act 0.8, G6PDH CS -6, Diaph inh CS 17, TLR4 MyD88 comp -11, Hsp70 activator -0.1, STAT3 inh 6, STAT1 inh 4 and APP transl inh 10.
For CCc1nnc(NC(=O)c2nc3nc(C)cc(C)n3n2)s1 the results were STAT1 act 102, STAT3 activator 106, Diaphorase act 1, G6PDH CS 11, Diaph inh CS 0, TLR4 MyD88 comp 4, Hsp70 activator -0.1, STAT3 inh 0, STAT1 inh -3 and APP transl inh -16.
COc1ccc(N(CCC#N)S(=O)(=O)c2cccc3nsnc23)cc1 was read as STAT1 act 97, STAT3 activator 104, Diaphorase act 0.8, G6PDH CS 2, Diaph inh CS 24, TLR4 MyD88 comp -5, Hsp70 activator -0.2, STAT3 inh 4, STAT1 inh 3 and APP transl inh -3.
CCOC(=O)C1CCN(C(=S)Nc2ccc(S(N)(=O)=O)cc2)CC1 was read as STAT1 act 98, STAT3 activator 104, Diaphorase act 0.8, G6PDH CS 14, Diaph inh CS 18, TLR4 MyD88 comp -6, Hsp70 activator -0.1, STAT3 inh -7, STAT1 inh 2 and APP transl inh 5.
`CCN(CC)S(=O)(=O)c1cccc(C(=O)N/N=C/c2cccc(O)c2O)c1` gave STAT1 act 102, STAT3 activator 103, Diaphorase act 0.5, G6PDH CS 17, Diaph inh CS 46, TLR4 MyD88 comp -4, Hsp70 activator -0.2, STAT3 inh -4, STAT1 inh -2 and APP transl inh 50*.
COc1ccc(NC(=O)CCn2cccc2)c(OC)c1 was read as STAT1 act 108, STAT3 activator 101, Diaphorase act 1, G6PDH CS 1, Diaph inh CS 5, TLR4 MyD88 comp 8, Hsp70 activator -0.2, STAT3 inh 6, STAT1 inh -10 and APP transl inh -22.
`CCCc1cc(=O)[nH]c(SCC(=O)NC2CCCCC2)n1` gave STAT1 act 91, STAT3 activator 99, Diaphorase act 0.8, G6PDH CS 2, Diaph inh CS 16, TLR4 MyD88 comp -9, Hsp70 activator -0.2, STAT3 inh 1, STAT1 inh 6 and APP transl inh 10.
Cc1ccc(CNC(=O)CN(C)S(=O)(=O)c2cccc3nsnc23)cc1 was read as STAT1 act 95, STAT3 activator 103, Diaphorase act 0.9, G6PDH CS -12, Diaph inh CS 14, TLR4 MyD88 comp 0, Hsp70 activator -0.1, STAT3 inh 1, STAT1 inh 6 and APP transl inh -3.
Screening CCCNC(=O)Nc1cc(C)on1 returned STAT1 act 105, STAT3 activator 102, Diaphorase act 1.1, G6PDH CS 6, Diaph inh CS -9, TLR4 MyD88 comp -1, Hsp70 activator 0.1, STAT3 inh 1, STAT1 inh -5 and APP transl inh -1.
For O=C(Cn1ncc2c(=O)oc3ccccc3c21)N1CCN(c2ccccn2)CC1 the results were STAT1 act 100, STAT3 activator 98, Diaphorase act 0.8, G6PDH CS 4, Diaph inh CS 24, TLR4 MyD88 comp 3, Hsp70 activator -0.1, STAT3 inh 7, STAT1 inh 0 and APP transl inh -7.
For COc1ccc(-c2nnc(SCCC(=O)O)n2C)cc1OC the results were STAT1 act 100, STAT3 activator 102, Diaphorase act 1.1, G6PDH CS 26, Diaph inh CS -10, TLR4 MyD88 comp 2, Hsp70 activator -0.1, STAT3 inh 0, STAT1 inh 1 and APP transl inh -2.
For c1ccc2oc(-c3ccc(Nc4nc(N5CCCC5)nc(N5CCOCC5)n4)cc3)nc2c1 the results were STAT1 act 108, STAT3 activator 104, Diaphorase act 0.9, G6PDH CS 21, Diaph inh CS 5, TLR4 MyD88 comp -1, Hsp70 activator 0.2, STAT3 inh -1, STAT1 inh -11 and APP transl inh 2.
CCCCC1=NN(C(=O)c2ccco2)C(O)(C(F)(F)F)C1 (centres undefined) was read as STAT1 act 93, STAT3 activator 109, Diaphorase act 0.8, G6PDH CS 10, Diaph inh CS 24, TLR4 MyD88 comp 4, Hsp70 activator 0.1, STAT3 inh -4, STAT1 inh 5 and APP transl inh -4.
